RORg inh: qHTS for inhibitors of ROR gamma transcriptional activity | Potency, µM (highest dose often 53.6 µM), without a hit: at the highest dose activity change, negative = inhibition, most hits filed as inhibitors | Drosophila S2 Gal4-RORgamma UAS-luciferase reporter, 20 h | AID 2551, 2010 | Nuclear receptor ROR-gamma (Mus musculus), P51450 | 310,000 compounds, 5.4% hits; also: % is scaled to controls: 0 for no effect and ±100 for the full control effect; nearly all actives have a fitted effect of over 60% in size
Target sequence (P51450 whole entry, looked up, the tested form may be a part): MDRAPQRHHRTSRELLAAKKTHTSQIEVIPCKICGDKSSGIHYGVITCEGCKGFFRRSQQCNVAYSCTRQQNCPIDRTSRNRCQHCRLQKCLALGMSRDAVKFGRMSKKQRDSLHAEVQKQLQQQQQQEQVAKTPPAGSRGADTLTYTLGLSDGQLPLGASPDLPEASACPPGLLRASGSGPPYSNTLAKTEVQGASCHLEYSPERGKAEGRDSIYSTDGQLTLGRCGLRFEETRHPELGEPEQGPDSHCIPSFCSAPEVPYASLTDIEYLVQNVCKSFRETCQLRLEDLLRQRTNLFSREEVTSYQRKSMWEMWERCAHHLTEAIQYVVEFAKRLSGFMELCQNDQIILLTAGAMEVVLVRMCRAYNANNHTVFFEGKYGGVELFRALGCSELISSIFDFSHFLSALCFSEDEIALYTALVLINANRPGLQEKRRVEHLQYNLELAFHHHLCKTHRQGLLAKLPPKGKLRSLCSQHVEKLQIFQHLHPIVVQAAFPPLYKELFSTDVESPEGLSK
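Stably transfected Drosophila Schneider cells are the test system, with ROR gamma fused to Gal4 and luciferase under UAS control; luminescence is read after 20 hr of 700 uM copper sulfate induction at ambient temperature.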
Gal4-VP16 FLuc: VP16 counterscreen qHTS for inhibitors of ROR gamma transcriptional activity | Drosophila S2 Gal4-VP16 UAS-luciferase, luminescence, 20 h | Potency, µM (top dose mostly 53.6 µM), inactives show at the top dose activity, negative = inhibition, hits mostly inhibitors | 310,000 compounds, 3.5% hits;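 also: Gal4-VP16 expression switched on by copper sulfate through the metallothionein promoter; % is scaled to controls: 0 for no effect and ±100 for the full control effect; nearly all actives have a fitted effect of over 50% in size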
FLuc modulator: qHTS profiling assay for firefly luciferase inhibitor/activator using purifed enzyme and Km concentrations of substrates (counterscreen for miR-21 project). 360,000 compounds, 6.9% hits. Luciferin 4-monooxygenase (Photinus pyralis), P08659. AID 588342, 2011. Potency, µM (doses to about 57.5 µM), for the others: at the top dose activity change, negative = inhibition, actives largely listed as inhibitors. purified FLuc, Km substrates, luminescence inhibition;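 also: plate controls were vehicle for no effect and reference inhibitor for full effect; nearly all actives have a fitted effect of over 55% in size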
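Biochemical qHTS of compounds, final roughly 60 µM downward over six points, against 10 nM purified firefly luciferase using Km concentrations of substrates (10 uM D-luciferin, 10 uM ATP) in Tris acetate pH 7.5 buffer; luminescence output.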
MBNL1 CUG block: qHTS Assay for Inhibitors of MBNL1-poly(CUG) RNA binding | TR-FRET MBNL1-His/biotin-(CUG)12 binding, 665/545 ratio | 280,000 compounds, 0.036% hits | Muscleblind-like protein 1 (Homo sapiens), Q9NR56 | AID 2675, 2010 | Potency, µM (top dose mostly 57.5 µM), for inactives: at the highest dose activity change, negative = inhibition, actives largely listed as inhibitors; active = well fitted inhibition curve with a large enough effect in the signal ratio, with a control signal flat, not every such curve was filed as active; inconclusive = small, poorly fitted or top-dose-only effect, or effect the other way, or a change in a side signal; inactive = no such curve, though single readings can be large or run the other way; the % refers to the signal ratio; also: % is scaled to controls: 0 for no effect and ±100 for the full control effect
Target sequence (Q9NR56 whole entry, looked up): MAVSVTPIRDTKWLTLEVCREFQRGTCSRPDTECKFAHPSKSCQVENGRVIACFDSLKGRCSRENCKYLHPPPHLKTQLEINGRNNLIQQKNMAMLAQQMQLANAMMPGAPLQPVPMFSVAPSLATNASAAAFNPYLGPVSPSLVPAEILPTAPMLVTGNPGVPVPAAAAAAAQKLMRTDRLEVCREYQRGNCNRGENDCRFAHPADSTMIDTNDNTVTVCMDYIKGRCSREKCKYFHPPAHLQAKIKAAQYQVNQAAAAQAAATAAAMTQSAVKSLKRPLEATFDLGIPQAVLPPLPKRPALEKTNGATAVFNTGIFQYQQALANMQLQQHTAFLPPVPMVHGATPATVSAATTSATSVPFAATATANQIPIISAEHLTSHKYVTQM
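Ratiometric TR-FRET (665 over 545 nm, excitation 340 nm) tracks disruption of MBNL1-His/biotin-(CUG)12 complex after 60 min at room temperature, with compounds at 92 nM to 58 uM final.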
uPA generation: qHTS for Inhibitors of Cell Surface uPA Generation. Potency, µM (titrated, usually from 38.3 µM), for the others: at the top dose activity change, negative = inhibition, actives largely listed as inhibitors. AID 540303, 2011. 330,000 compounds, 0.31% hits. cell surface uPA generation assay, qHTS; active = well fitted inhibition curve with a large enough effect; inconclusive = small, poorly fitted or top-dose-only effect; inactive = no such curve, though single readings can be large or run the other way; tested in mouse RAW 264.7 cells; also: % is scaled to controls: 0 for no effect and ±100 for the full control effect; nearly all actives have a fitted effect of over 55% in size
MLL CXXC-DNA inh: qHTS Fluorescence Polarization Assay for Inhibitors of MLL CXXC domain - DNA interaction | Histone-lysine N-methyltransferase 2A (Homo sapiens), Q03164 | MLL-CXXC / FITC-HOXA9 DNA fluorescence polarization | Potency, µM (doses to about 115 µM), for the others: top-dose activity change, negative = inhibition, usual class: inhibitors | 290,000 compounds, 0.037% hits | AID 2662, 2010; active = well fitted inhibition curve with a large enough effect in the polarisation, with a control signal flat, not every such curve was filed as active; inconclusive = small, poorly fitted or top-dose-only effect, or effect the other way, or a change in a side signal; inactive = no such curve, though single readings can be large or run the other way; the % refers to the polarisation
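Fluorescence polarization: 7 uM MLL-CXXC (stock) preincubated 5 min with compounds, then 50 nM fluorescein-HOX-A9 DNA (stock) added; 30 min ambient. Buffer 50 mM Tris-HCl pH 7.5, 50 mM NaCl, 1 mM DTT, 0.05% BSA.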
NPC1 promoter act: qHTS Assay for NPC1 Promoter Activators | Huh7 NPC1 promoter luciferase reporter, 24 h | Potency, µM (titrated, usually from 9.22 µM), inactives show top-dose activation, actives largely listed as activators | 320,000 compounds, 2.4% hits;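 also: % of control where 0% means no effect; nearly all actives have a fitted effect of over 60% in size; reporter is driven by a mutant NPC1 promoter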
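Readout is luciferase luminescence, reflecting NPC1 promoter activation in stably transfected Huh7 cells after 24 h compound exposure at 37 °C in reduced-serum medium with 10% FBS.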
p53 reactivator: qHTS assay for re-activators of p53 using a Luc reporter; H1299 p53-A138V BP100-luciferase reporter, luminescence, 24 h; Potency, µM (series often up to 92.2 µM), without a hit: top-dose activity change, positive = activation, most hits filed as activators; 320,000 compounds, 0.063% hits; AID 504706, 2011; also: % of control where 0% means no effect; nearly all actives have a fitted effect of over 45% in size
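H1299 (p53-null), stable ts p53-A138V + BP100-Luc; 1000 cells/well, Opti-MEM/10% FBS; cpd 4 pt, 1:5; 24 h, 37 deg C, 5% CO2; detection reagent 10 min RT; luminescence.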
BRCA1 expr act: qHTS Assay to Identify Small Molecule Activators of BRCA1 Expression. MCF7-BRCA1-FFLuc reporter, luminescence, 48 h; response scale: scaled: vehicle 0%, 10 µM genistein 100%. Potency, µM (titrated, usually from 46.1 µM), for the others: at the top dose activation, actives largely listed as activators. 380,000 compounds, 1.1% hits. AID 624202, 2012; also: nearly all actives have a fitted effect of over 80% in size; some results filed as inactive show a strong effect at the top dose
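Compounds are tested at multiple concentrations on MCF7 BRCA1-luciferase reporter cells seeded at 2000 per well; after 48 h, a single luminescence end-point is taken and curves fitted to the normalized data.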
ELG1 genotoxic: qHTS screen for small molecules that induce genotoxicity in human embryonic kidney (HEK293T) cells expressing luciferase-tagged ELG1; HEK293T ELG1-luciferase reporter, luminescence, 16 h; Potency, µM (series often up to 46 µM), for the others: at the top dose activity change, positive = activation, actives largely listed as activators; 330,000 compounds, 1.3% hits; also: % of control where 0% means no effect; nearly all actives have a fitted effect of over 60% in size
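16 hr compound incubation (37 °C, 5% CO2) of HEK293T cells carrying luciferase-tagged ELG1; luciferase then measured by ONE-Glo luminescence after 30 min at RT.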
Rab9 prom act: qHTS Assay for Rab9 Promoter Activators. Huh7 Rab9 promoter-luciferase reporter, luminescence, 24 h. Potency, µM (highest dose often 9.22 µM), inactives show at the top dose activation, negative = inhibition, hits mostly activators. 320,000 compounds, 2.8% hits. AID 485297, 2010; also: % of control where 0% means no effect; nearly all actives have a fitted effect of over 60% in size
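Huh7 reporter line, Rab9 promoter upstream of luciferase. Compound exposure 24 h at 37 °C in reduced-serum medium with 10% FBS. Read-out: luminescence.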
* = called active by the depositor; ? = inconclusive; / = no result given; [ ] = another dose, or the depositor's remark. Unless noted, calls follow the shape of the dose curve; as a rule, active = well fitted curve in the direction sought with a large enough effect; inconclusive = small, poorly fitted or top-dose-only effect, or another doubt; inactive = no such curve, though single readings can be large; an effect the other way counts as inactive or inconclusive. Potency is read from the fitted curve at half-maximal effect. The list is partial; rates above refer to the full screens.

SMILES	RORg inh	Gal4-VP16 FLuc	FLuc modulator	MBNL1 CUG block	uPA generation	MLL CXXC-DNA inh	NPC1 promoter act	p53 reactivator	BRCA1 expr act	ELG1 genotoxic	Rab9 prom act
COc1ccc(CCCNC(=O)C2CCC(=O)N(CC3CCCCC3)C2)cc1 (configuration not stated)	20%	-10%	5%	-1%	-4%	25%	-8%	1%	-18%	-10%	10%
COc1ccc(-c2[nH]ncc2CN(C)C(C)c2ccncn2)c(F)c1 (configuration not stated)	-15%	0%	0%	-9%	-5%	-5%	-3%	4%	4%	-1%	-1%
COc1ccccc1CC(=O)NCCCc1ccccc1	1%	-9%	3%	2%	3%	2%	0%	/	1%	-1%	2%
O=C1CN(C(=O)c2c(F)cccc2F)C(c2ccc(F)cc2)c2cc(F)ccc2N1 (configuration not stated)	23%	-1%	1%	1%	0%	-5%	-5%	-5%	-15%	0%	-8%
COc1ccccc1CN1CCCC(C(=O)N(C)Cc2ccccc2)C1 (configuration not stated)	10%	-7%	0%	-19%	-2%	3%	1%	-4%	-22%	-1%	-7%
O=[N+]([O-])c1ccc(-c2csc3[n+]2CCS3)cc1	13%	17%	-7%	?	-7%	0%	2%	3%	-30%	-3%	0%
O=C(NCCc1c[nH]c2ccccc12)c1cc2sccc2n1Cc1ccccc1	11%	-9%	-1%	6%	-3%	-16%	2%	0%	-50%	-12%	-7%
Nc1c(C(=O)N2CCOCC2)sc2nc3c(cc12)CCCC3	10µM*	?	0.48µM*	?	2%	5%	0.35µM*	-1%	-38%	0.58µM*	0.11µM*
Cc1ccc(C)c(N2CCN(C(c3ccc(N(C)C)cc3)c3nnnn3C(C)(C)C)CC2)c1 (configuration not stated)	276%	-21%	1%	-6%	8%	-5%	-1%	-3%	-12%	-7%	-5%
Cc1cc(NC(=O)CN(C)CC(=O)Nc2ccc(Cl)c(C(F)(F)F)c2)no1	/	/	6%	/	?	/	-9%	-18%	-17%	-4%	2%
O=C(CSc1nnc(CNC(=O)c2cccs2)o1)c1ccccc1	3%	15%	-6%	?	3%	3%	5%	2%	-26%	-5%	2%
CCOc1ccc(OCCCCN2CCCC2)cc1	-6%	4%	0%	2%	4%	-6%	-1%	2%	-14%	-5%	-3%
O=C(CSc1nnc(-c2ccc(F)cc2)o1)Nc1ccc(S(=O)(=O)N2CCCCCC2)cc1	-22%	-5%	1%	0%	1%	-1%	-3%	-6%	-21%	0%	-4%
CCOc1ccc(S(=O)(=O)NCCC(=O)Nc2nnc(C)s2)cc1	39%	-4%	2%	2%	0%	24%	-3%	24%	-24%	4%	-1%
C=CCOc1cccc(/C=C\c2nc(O)c([N+](=O)[O-])c(=O)[nH]2)c1	-10%	0%	?	-7%	-9%	-3%	1%	10%	0%	0%	-3%
COc1cc(NC(=O)c2ccccc2)c(OC)cc1NC(=O)Cc1cccs1	2%	-2%	-12%	0%	3%	-9%	-6%	-3%	-48%	-3%	-5%
CCOC(=O)c1ccc(N2C(=O)CC(N3CCC(O)(c4ccc(Br)cc4)CC3)C2=O)cc1 (configuration not stated)	-5%	-5%	0%	3%	-2%	1%	9%	1%	-5%	0%	-3%
Cc1ncsc1CCC(=O)N1CCCC(Nc2ccc(C(C)C)cc2)C1 (configuration not stated)	40%	0%	-1%	-2%	8%	8%	0%	-14%	-16%	-8%	-10%
CCC(c1nnc(SCC(=O)NC23CC4CC(CC(C4)C2)C3)o1)N(C)C (configuration not stated)	-21%	-10%	-1%	-3%	-5%	7%	1%	0%	7%	-3%	-3%
O=C(N/N=C/C(Br)=C/c1ccccc1)c1cccs1	-17%	?	1.5µM*	-2%	-11%	29%	2.2µM*	?	?	?	0.89µM*
O=C(CSc1ncn(-c2ccccc2)n1)N1CCN(c2ccccc2)CC1	-33%	2%	-2%	-1%	-2%	4%	-1%	-2%	-9%	-5%	0%
CCc1ccc(OCC(=O)Nc2ccc(N3CCN(C(=O)c4ccccc4)CC3)cc2)cc1	-13%	-9%	-5%	3%	-8%	8%	3%	12%	-19%	-2%	-1%
CC(C(=O)NCCN1CCOCC1)c1ccc([N+](=O)[O-])cc1 (configuration not stated)	13%	-3%	1%	/	?	1%	-2%	-2%	10%	0%	-2%
CCCNC(=O)NC(=O)COC(=O)CNS(=O)(=O)/C=C/c1ccccc1	-16%	4%	3%	1%	-11%	4%	-1%	2%	11%	2%	1%
COc1ccc(/C=C/C(=O)Nc2ccccc2C(=O)O)cc1	7.9µM*	10µM*	0.43µM*	?	-14%	4%	0.45µM*	-8%	0%	?	3.2µM*
CCN1C(=O)/C(=C2\SC(N3CCCCC3)=NC2=O)c2ccccc21	17%	-8%	3.4µM*	?	?	-9%	?	10%	10µM*	16%	?
Oc1c(Cl)cc(Cl)c2c1NCCC2	3.2µM*	5µM*	-2%	-10%	-1%	18%	8%	-3%	-71%[inhibitor]	0%	0%
Cc1nc2sc3c(c2c(=O)[nH]1)CCCC3	38%	-8%	-1%	/	11%	27%	-8%	-3%	17%	7%	-1%
O=C1CCCC2=C1C(c1ccc(Br)cc1)c1c([nH]c(=S)[nH]c1=O)N2 (configuration not stated)	-5%	-1%	-15%	-5%	-2%	-12%	-3%	-8%	15%	-3%	-6%
O=C1c2ccccc2NC(c2cccc(O)c2)N1O (configuration not stated)	-31%	7%	-4%	-7%	-10%	18%	3%	2%	-19%	-1%	-6%
Cc1cc(C)c(NC(=O)CNC(=O)COC(=O)CN2C(=O)NC3(CCCC3)C2=O)c(C)c1	/	/	2%	/	-2%	/	-2%	-2%	0%	0%	2%
CN(C)S(=O)(=O)c1cccc(C(=O)NCCNC(=O)c2cccc(S(=O)(=O)N(C)C)c2)c1	-4%	-5%	-1%	-5%	3%	26%	7%	-7%	3%	0%	-2%
Clc1cccc(-c2noc3ncnc(Nc4ccc5c(c4)OCO5)c23)c1	-25%	-16%	3%	0%	-22%	10%	2%	5%	-47%	5%	-1%
COc1ccc(-n2c(CNC(=O)COc3ccccc3)n[nH]c2=S)cc1	-26%	-9%	2%	7%	1%	-2%	-1%	-3%	0%	-3%	-3%
COc1ccc(C(=O)N/N=C/C(Br)=C/c2ccccc2)cc1	3.5µM*	16µM*	3µM*	18%	-4%	37%[activator]	9%	?	-3%	-2%	19%
Cc1ccccc1Cn1nnc(-c2ccc(C(=O)O)cc2)n1	5%	-1%	?	-3%	5%	5%	1%	/	-17%	2%	3%
COc1ccc(C(=O)C2CCCN(C(=O)c3cccnc3SC)C2)c(C)c1 (configuration not stated)	4%	6%	3%	-10%	0%	-1%	-4%	-2%	-23%	-3%	-9%
CN1CCN(c2nc(C(N)=O)cc(-c3ccccc3)n2)CC1	-6%	-13%	1%	-10%	3%	6%	-7%	-14%	-18%	9%	0%
CC1(C)Cc2c(C#N)c(NCC3CCCO3)nc(-c3ccco3)c2CO1 (configuration not stated)	?	23%	-2%	26%	1%	5%	1%	-2%	-23%	0%	-10%
Cc1ccc(C(=O)NC2CCN(CC(=O)NC3CCC(C)CC3)CC2)cc1 (configuration not stated)	26%	10%	-6%	-8%	3%	1%	-11%	-4%	-3%	-6%	2%
Cc1nn(C)cc1S(=O)(=O)N1CCN(c2ccc(F)cc2)CC1	-16%	-5%	2%	-6%	2%	16%	1%	17%	2%	-2%	11%
CC(c1nc2scc(-c3ccccc3)c2c(=O)[nH]1)N1CCN(CC(=O)NC2CC2)CC1 (configuration not stated)	/	/	7%	/	-1%	/	-4%	-2%	-22%	0%	-3%
O=C(COC(=O)CCSc1ccc(Cl)cc1)NCc1ccccc1	40%	-10%	-4%	/	4%	10%	-2%	11%	-1%	-1%	-1%
O=C(Cn1c(=O)[nH]n(-c2ccccc2)c1=O)N1CCCc2ccccc21	5%	2%	0%	-6%	-5%	0%	0%	-15%	-4%	-1%	2%

High-throughput results from PubChem BioAssay.
